High-throughput results (PubChem BioAssay)
PLCb3 inh: PLC-beta3 (human) inhibition, primary screen; Q01970; inhibition, % at 12.2 µM; Purified PLC-beta3, fluorogenic substrate, fluorescence; hit rate 0.18% among 370,000; in the data active = inhibition above about 11%;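 note: 0% = median of compound wells on plate and 100% = full blocker control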
KLK7 zymogen act: proKLK7 (human) activation, primary screen; P49862; purified proKLK7, EDANS-DABCYL substrate fluorescence; 100% is mature enzyme control, 0% vehicle; activation, % at 7 µM; hit rate 0.9% among 370,000;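 active = activation above the mean of all tested compounds plus 3 SD, computed per campaign excluding outliers beyond control limits, cut at about 13% in these data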
NR1D1 modulator: modulates human Rev-erb alpha binding to DNA | hit rate 0.79% among 370,000 | Rev-erbα–FITC-DNA binding, fluorescence polarization, 90 min | activity, % at 10 µM | P20393 | AID 1259318;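 active = activity above about 14%, limit read from the data; passing the limit was not always enough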;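 note: 0% = DMSO wells with 35 nM protein and 100% = DMSO wells with 750 nM protein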
ARFGAP1 inhibitor: inhibitors of rat ARFGAP1; Q62848; Arfgap1-stimulated ARF1 GTP hydrolysis, GDP FP detection; inhibition, % at 16.5 µM; hit rate 0.26% among 360,000;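 active = inhibition above a per-plate limit, mean inhibition of low control wells plus 3 SD, cut at about 25% in these data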;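 note: 0% = DMSO wells with enzyme and 100% = wells lacking Arfgap1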
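Assay system: Rat Arfgap1 GAP domain (His6, aa 1-136), purified enzyme | Buffer or medium: HEPES 25 mM pH 7.5, NaCl 150 mM, MgCl2, DTT | Schedule: GTP hydrolysis reaction 2 h at 25 °C | Signal: FP of antibody-bound GDP Alexa 633 tracer, ex 620/em 688 nm | Measure: Percent inhibition of Arfgap1-stimulated GTP hydrolysis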
UHRF1 binding: UHRF1 methyl-DNA binding inhibition; Q96T88; UHRF1 binding to methylated oligo, TR-FRET; inhibition, % at 4.4 µM; hit rate 0.75% among 370,000; in the data active = inhibition above about 21%;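 note: UHRF1 SRA domain binding a hemimethylated CpG hairpin DNA probe; 0% = median of test compound wells and 100% = reference inhibitor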
ASAP1 inh: blocks human ASAP1-stimulated Arf1 GTP hydrolysis. hit rate 0.19% among 360,000. inhibition, % at 16.5 µM. GDP FP detection; in the data active = inhibition above about 25%;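 note: 0% = vehicle with enzyme and substrate and 100% = no enzyme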
DDE Tn6 FP inh: inhibitors of Tn6 peptide binding to human fibrin DD(E); AID 720509; inhibition, % at 8.3 µM; P02675; hit rate 0.21% among 370,000; Fibrin DD(E) TRITC-Tn6 fluorescence polarization displacement;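 active = inhibition above a per-campaign cutoff: mean of compounds within control limits plus 3 SD, cut at about 15% in these data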;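 note: 0% = median of all compound wells on the plate and 100% = blocking peptide control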
DDE Tn7 FP inh: inhibitors of Tn7 peptide binding to human fibrin DD(E); AID 720508; P02675; hit rate 0.13% among 370,000; FP displacement of FITC-Tn7 peptide from fibrin DD(E); 0% = median of compound wells per plate; inhibition, % at 8.3 µM;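 active = inhibition above the mean of compounds falling within the control limits plus 3 SD of them, cut at about 14% in these data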;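 note: 0% = plate median of compound wells and 100% = 10 µM Aha-Tn7 peptide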
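Measure: % inhibition scaled between sample-field median and high-control FP; Test system: human fibrin DD(E); Quantity: 2 µM final DD(E) protein; Doses: one dose, 8.3 µM nominal; Schedule: compound with protein 10 min, then 3 h after probe, room temperature; Detection: fluorescence polarization; Medium: Tris buffer with calcium and detergent, pH 7.8.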
PLC-gamma1 inh: PLC-gamma1 (human) inhibition, primary screen. P19174. purified PLC-gamma1, fluorogenic substrate, fluorescence. inhibition, % at 12.2 µM. hit rate 0.84% among 370,000. AID 720700; in the data active = inhibition above about 9.5%
Target sequence (P19174 whole entry, looked up): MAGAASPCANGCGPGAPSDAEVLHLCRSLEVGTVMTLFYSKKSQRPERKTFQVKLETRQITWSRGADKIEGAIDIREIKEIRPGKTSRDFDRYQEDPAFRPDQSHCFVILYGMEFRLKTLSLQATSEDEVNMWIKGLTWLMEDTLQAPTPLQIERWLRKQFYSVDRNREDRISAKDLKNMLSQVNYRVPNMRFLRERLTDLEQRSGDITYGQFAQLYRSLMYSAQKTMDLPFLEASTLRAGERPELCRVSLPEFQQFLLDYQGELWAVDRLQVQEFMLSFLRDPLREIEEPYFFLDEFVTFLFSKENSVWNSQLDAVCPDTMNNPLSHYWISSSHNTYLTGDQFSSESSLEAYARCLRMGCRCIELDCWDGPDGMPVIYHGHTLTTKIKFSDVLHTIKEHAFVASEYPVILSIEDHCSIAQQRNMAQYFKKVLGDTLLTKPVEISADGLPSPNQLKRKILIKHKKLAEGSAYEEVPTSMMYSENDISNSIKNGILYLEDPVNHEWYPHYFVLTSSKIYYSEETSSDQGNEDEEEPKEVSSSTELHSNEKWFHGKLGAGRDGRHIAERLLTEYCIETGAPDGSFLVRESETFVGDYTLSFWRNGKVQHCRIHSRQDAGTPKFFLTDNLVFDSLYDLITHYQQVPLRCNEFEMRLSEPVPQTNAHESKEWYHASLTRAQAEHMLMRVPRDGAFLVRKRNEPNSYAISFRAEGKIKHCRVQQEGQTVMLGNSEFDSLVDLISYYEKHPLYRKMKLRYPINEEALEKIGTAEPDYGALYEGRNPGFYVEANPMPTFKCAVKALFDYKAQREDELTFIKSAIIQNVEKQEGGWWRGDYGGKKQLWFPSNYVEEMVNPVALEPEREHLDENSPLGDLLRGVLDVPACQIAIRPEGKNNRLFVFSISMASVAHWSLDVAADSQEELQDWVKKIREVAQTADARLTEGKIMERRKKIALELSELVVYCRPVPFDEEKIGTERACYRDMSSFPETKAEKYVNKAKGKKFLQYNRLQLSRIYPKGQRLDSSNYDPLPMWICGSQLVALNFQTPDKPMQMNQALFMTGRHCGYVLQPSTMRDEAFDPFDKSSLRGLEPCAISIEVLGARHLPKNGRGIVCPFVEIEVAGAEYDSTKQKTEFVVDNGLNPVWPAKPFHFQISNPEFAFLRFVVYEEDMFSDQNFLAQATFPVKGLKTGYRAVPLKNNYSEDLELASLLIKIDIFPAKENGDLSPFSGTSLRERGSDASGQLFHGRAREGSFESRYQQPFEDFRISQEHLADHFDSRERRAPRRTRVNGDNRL
HGIII-sPLA2 inh: Inhibits HGIII-sPLA2 liposome hydrolysis, primary screen. QFRET BODIPY PC-A2 liposome hydrolysis, fluorescence. inhibition, % at 12.2 µM. hit rate 0.56% among 370,000. AID 743126;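 active = inhibition above mean plus 3 SD of compounds lying within the high and low control bounds, cut at about 19% in these data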;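 note: 0% = median of test compound wells and 100% = no enzyme DMSO wells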
* marks the source's active call; other numbers are inactive results; x = not tested or not shown.

Fields – PLCb3 inh	KLK7 zymogen act	NR1D1 modulator	ARFGAP1 inhibitor	UHRF1 binding	ASAP1 inh	DDE Tn6 FP inh	DDE Tn7 FP inh	PLC-gamma1 inh	HGIII-sPLA2 inh
CCOC(=O)C1(Cc2cccc(OC)c2)CCN(C/C=C/c2ccc(OC)cc2)CC1
→ -0.2	0.1	7.2	2.4	1.6	3.8	4.7	5.1	-0.6	-16.5
COc1ccc(/C=c2/sc3nc(-c4ccccc4)c(-c4ccccc4)n3c2=O)cc1
→ -2.6	0.3	-6.9	3.5	2.0	-2.0	-2.5	5.0	-0.3	8.1
Cc1cc(C)n2nc(SCc3ccccc3)nc2n1
→ -4.8	0.0	0.9	-3.3	2.0	-2.0	-1.2	-2.9	6.5	7.8
Cc1cc(-c2nnc(-c3cccc(Cl)c3)o2)no1
→ 0.2	0.1	-0.3	-6.8	-0.9	-1.5	5.1	-1.1	-1.9	2.8
Cn1c(O)c(/C=N/NC(=O)c2cc3ccccc3cc2O)c2ccccc21
→ -79.5	-2.2	5.6	14.2	-1.7	14.0	-9.7	0.8	-48.7	0.5
CCCCCc1nnc(NC(=O)C(=O)OCC)s1
→ 2.7	0.6	-10.1	12.1	3.2	-6.8	-5.2	-1.2	-0.1	9.3
N/C(=N\OC(=O)COc1ccccc1)c1ccccn1
→ 2.0	-0.8	-5.6	-6.9	-3.7	-10.1	8.7	0.8	1.1	-0.9
CN(Cc1ccccc1)C(=O)COC(=O)Cn1cnc2ccccc21
→ -7.0	-0.2	-9.9	13.8	3.7	-2.8	-1.2	6.2	-1.2	9.6
Cc1ccc(Cc2cnc(NC(=O)/C(C#N)=C/c3ccc(-c4cccc([N+](=O)[O-])c4)o3)s2)cc1
→ 0.2	-0.3	0.9	10.4	-5.4	-16.4	-9.0	-0.4	-2.5	-3.1
COc1ccccc1NC(=O)COc1cc(C)nc(C(C)C)n1
→ 0.7	0.4	5.3	0.0	0.5	-0.4	5.6	-1.4	-0.6	-0.5
CCOC(=O)c1sc2c(c1C)c(=O)n(CCO)c(=O)n2Cc1ccccc1
→ -3.5	-0.9	1.0	6.8	0.6	4.8	5.7	1.9	0.6	-3.9
CCOC(=O)c1oc2c(CN3CCN(C)CC3)c(O)c(CC)cc2c(=O)c1-c1nc2ccccc2s1
→ -16.1	0.4	0.2	7.0	-1.1	-8.1	-5.3	-2.6	-4.8	5.5
CC(C)CN(CC(C)C)S(=O)(=O)N1CCC(C(=O)NCc2ccc(F)cc2)CC1
→ 1.5	0.2	-1.9	1.7	-1.6	-2.0	3.4	2.8	1.0	3.9
CCC(C(=O)NNC(=O)c1cnccn1)c1ccccc1 (stereo unspecified)
→ 3.7	0.1	3.1	-12.0	2.7	2.7	-1.4	0.3	1.7	-0.4
N#Cc1ccc(-c2nc3ccccc3nc2-c2ccccc2)cc1C#N
→ 2.6	-0.6	9.9	-1.4	-1.0	-10.1	8.5	4.5	0.9	9.2
CC(C)NC(=S)N/N=C/c1c[nH]c2ccccc12
→ -2.0	-0.2	-6.2	7.7	4.4	6.2	6.4	7.4	-1.6	8.2
O=C(Nc1cccc(NC(=O)c2cccs2)c1)c1ccc(F)cc1
→ -3.6	-0.3	-1.5	-7.0	0.7	1.9	-4.0	-2.8	1.0	-4.0
CCc1cc(-c2n[nH]c(=S)n2N)n(C)n1
→ -1.4	-0.1	-6.4	4.0	-2.0	-1.5	-11.9	-2.7	-1.7	6.7
O=C(O)/C=C/c1cn(Cc2ccccc2)nc1-c1ccc(Cl)cc1
→ -5.5	-0.5	4.0	-1.8	-3.7	9.7	-0.9	-6.8	-2.9	-22.1
COc1ccc(NS(=O)(=O)NC(=O)c2c(C)n(C)c3ccccc23)cc1
→ -8.9	-0.4	4.2	-0.9	0.0	6.9	3.4	-1.0	-3.0	4.1
CSCCC(NC(=O)c1cccc(S(=O)(=O)N2CCOCC2)c1)C(=O)Nc1cccc(C)c1 (stereo unspecified)
→ -1.2	-0.2	4.2	-9.0	-3.3	8.6	3.9	-1.8	0.3	-0.6
Cc1ccc(NC(=O)/C(=C/c2cccc([N+](=O)[O-])c2)NC(=O)C2CCCCC2)cc1
→ 2.5	0.0	-0.8	-5.7	2.3	-8.8	-6.4	-1.2	6.6	-5.4
O=C(COC(=O)C1=Cc2ccccc2OC1)NC1CCCC1
→ -8.3	-0.6	-1.2	2.6	-3.4	-0.9	-1.2	4.6	-6.6	-2.7
CN(C)c1ccccc1C(=O)N1CCC(n2nccc2NC(=O)C2CC2)CC1
→ -13.6	-0.3	1.4	-10.6	-0.8	-0.9	7.5	-10.7	-0.9	0.3
CCNc1ccc(C(=O)N/N=C/c2c(C)nn(-c3ccccc3)c2N2CCCC2)cc1[N+](=O)[O-]
→ 1.4	-0.9	9.5	-4.1	-3.4	-7.0	3.5	-3.7	3.6	-5.0
CC(C)N1CCCCC(NC(=O)COCc2ccccc2)C1=O (stereo unspecified)
→ -2.8	-0.6	0.5	x	-1.1	x	4.1	5.3	-1.3	8.0
NC(=O)CSc1nccn1Cc1ccc(Cl)cc1
→ -3.5	-0.5	3.0	3.7	-0.1	-11.9	-2.3	4.4	-0.4	0.8
COc1ccc(Cl)cc1NC(=O)CN(C)C(=O)c1cn2ccccc2n1
→ -6.5	-0.1	-3.3	9.0	-1.5	9.5	-4.7	-3.9	3.4	8.1
Cc1ccc(N(C)S(=O)(=O)c2cccc(C(=O)Nc3ccc(C)cn3)c2)cc1
→ -6.2	0.1	-1.8	-1.4	2.4	-4.6	-7.4	6.8	-1.0	-9.2
CCOC(=O)COc1ccc(/C=C/[N+](=O)[O-])c(OCC(=O)OCC)c1
→ -3.5	0.1	-0.4	-12.0	9.1	6.6	-8.4	-10.7	-2.8	-8.1

Continued.
Fields – PLCb3 inh	KLK7 zymogen act	NR1D1 modulator	ARFGAP1 inhibitor	UHRF1 binding	ASAP1 inh	DDE Tn6 FP inh	DDE Tn7 FP inh	PLC-gamma1 inh	HGIII-sPLA2 inh
O=[N+]([O-])c1cccc(CN2[C@@H](Cc3ccccc3)COCCS2(=O)=O)c1
→ 1.0	0.2	-2.0	-24.2	-5.3	6.2	5.0	7.7	1.8	3.0
CC(NO)/C(=N\O)c1cccs1 (stereo unspecified)
→ -4.2	-0.4	2.4	2.5	6.4	0.0	-5.1	-0.6	3.5	23.6*
COc1ccc(CCNC(=S)NC(=O)c2ccccc2)cc1OC
→ 2.8	0.1	5.2	6.5	1.0	-6.2	-8.3	7.0	-0.4	2.8
COc1ccc(NC(=O)C2CCN(S(=O)(=O)c3ccc(N4CCCC4=O)cc3)CC2)c(OC)c1
→ -4.1	-0.2	-1.4	-4.5	-2.1	0.5	9.3	0.5	3.2	-1.1
NC(=O)CC1NC(=O)c2cc([N+](=O)[O-])cc(I)c2OCCC(C(N)=O)NC(=O)[C@@H]2CCCN2C1=O (stereo partly specified)
→ 3.8	0.2	-4.8	4.0	6.9	17.8	0.8	-2.5	3.6	7.0
CN(CC(=O)Nc1sc2c(c1C#N)CCCCC2)Cc1nc2ccccc2c(=O)[nH]1
→ -7.1	-0.3	-5.1	11.6	-4.3	11.3	-4.8	-6.8	-0.2	6.6
O=C(O)CN1C(=O)/C(=C2\SC(=S)N(C(Cc3ccccc3)C(=O)O)C2=O)c2ccccc21 (stereo unspecified)
→ 5.2	0.1	4.0	-4.3	2.7	7.0	2.0	-2.9	7.5	2.4
COc1cccc(OCc2nc3c4cnn(-c5ccccc5)c4ncn3n2)c1
→ 3.8	-0.2	-4.2	-1.6	-1.0	-8.9	3.4	0.3	0.3	2.7
CCOc1ccc(-n2c(COc3ccccc3)nnc2SCC(=O)Nc2ccc3c(c2)OCCO3)cc1
→ 2.1	-0.2	-6.6	x	0.5	x	-3.2	3.7	2.6	-29.3
CC(C)c1ccc(O)c(NC(=O)c2cccnc2)c1
→ 0.7	-0.8	-2.3	6.0	0.5	-3.8	-0.8	-6.0	2.4	-0.5
O=C(O)COc1c(F)c(F)c(C(F)(F)F)c(F)c1F
→ -0.5	-0.1	1.1	-7.8	5.3	8.9	1.5	0.4	-0.2	5.5
COc1cc2[nH]c(=S)n(C3CCCC3)c(=O)c2cc1OC
→ 0.8	0.1	-1.9	-9.8	-0.4	-6.8	1.9	7.7	0.7	6.2
C/C(=N\Nc1nc2ccccc2[nH]1)c1ccc(Cl)s1
→ -18.6	-0.6	-0.4	1.2	-4.2	-3.7	-2.4	0.8	-23.2	13.3
N#CCC[C@@H]1CC[C@]2(CCCN(C(=O)c3ccccc3)C2)O1
→ -3.4	0.3	-2.1	x	-0.8	x	-11.3	2.3	2.0	16.1
COc1cc(CN2CCC(C(=O)NC(C)(C)C)CC2)ccc1OCc1ccccc1
→ 5.1	0.5	-6.1	-9.4	-1.8	-2.8	-0.1	9.2	2.9	-7.3
NC(=O)C1CCN(c2nc(-c3ccccc3)nc3c2oc2ccccc23)CC1
→ -3.5	0.4	12.2	3.7	-0.5	8.8	-3.4	3.2	-1.1	3.2
S=c1[nH]nc(-c2ccccn2)n1/N=C/c1ccc(Cl)cc1
→ -6.7	-0.8	1.1	12.2	6.2	-1.2	-2.4	8.2	-1.8	11.9
CC1CCC(C(C)C)C(OC(=O)COC(=O)c2ccc(=O)[nH]c2)C1 (stereo unspecified)
→ 1.4	-0.2	6.3	-2.1	-2.8	-5.3	-2.8	2.9	0.7	-8.5
Cc1cccc(C(=O)OCC(=O)N2CCCCCC2)c1C
→ 4.5	-0.3	4.3	9.2	-1.5	-10.6	2.0	-2.0	-1.6	1.1
CCCOc1ccc(C(=O)NNC(=O)CCNC(=O)c2ccco2)cc1OC
→ -1.8	-0.2	5.0	-13.9	2.0	-6.8	4.4	2.4	1.1	3.3
O=C(NCCCO)c1ccc2[nH]c3ccccc3c2c1
→ -49.3	1.3	-1.4	3.3	-0.2	-2.4	-4.4	3.0	-50.7	-1.9
COC1=C[C@H](C(=O)NC2CCN(Cc3ccccc3)CC2)C(C)C(c2ccccc2)CC1=O (stereo partly specified)
→ 1.3	0.7	3.8	x	-1.6	x	5.5	6.4	-2.3	-3.4

Among those listed so far, 3 contain a furan ring, fused or not.
Fields – PLCb3 inh	KLK7 zymogen act	NR1D1 modulator	ARFGAP1 inhibitor	UHRF1 binding	ASAP1 inh	DDE Tn6 FP inh	DDE Tn7 FP inh	PLC-gamma1 inh	HGIII-sPLA2 inh
Cc1ccc(Cc2cnc(NC(=O)/C(C#N)=C/c3ccc(-c4cccc([N+](=O)[O-])c4)o3)s2)cc1
→ 0.2	-0.3	0.9	10.4	-5.4	-16.4	-9.0	-0.4	-2.5	-3.1
NC(=O)C1CCN(c2nc(-c3ccccc3)nc3c2oc2ccccc23)CC1
→ -3.5	0.4	12.2	3.7	-0.5	8.8	-3.4	3.2	-1.1	3.2
CCCOc1ccc(C(=O)NNC(=O)CCNC(=O)c2ccco2)cc1OC
→ -1.8	-0.2	5.0	-13.9	2.0	-6.8	4.4	2.4	1.1	3.3
